Compound activity as filed in PubChem BioAssay.
CF NFkB block = blocks PAF-induced NF-kB reporter in cystic fibrosis cells; KKLEB NF-kB-GFP reporter, GFP fluorescence overnight; 360,000 tested, 0.86% active; inhibition, % at 5 µM; AID 588850;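 active = at least 50% inhibition at 5 µM, scaled per plate between neutral and stimulator controls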;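 also: PAF is a Pseudomonas aeruginosa culture filtrate used as stimulus; plate controls were PAF-stimulated DMSO wells for no effect and unstimulated DMSO wells for full effect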
Peg3 prom inh = reduces Peg3 promoter-driven luciferase expression in HeLa; HeLa PEG-Prom luciferase reporter, luminescence, overnight; 360,000 tested, 1.7% active; inhibition, % at 20 µM;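 active = inhibition of at least 50% at 20 µM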
NR2E3 ag-1 = human photoreceptor-specific nuclear receptor agonism; Q9Y5X4; CHO-S Gal4-NCOR/VP16-NR2E3 two-hybrid, luciferase; inhibition of corepressor binding, % at 3.98 µM; 360,000 tested, 0.35% active; AID 602229;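 active = inhibition above the mean of all tested compounds plus 3 SD, cut at about 70% in these data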;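 also: 0% = DMSO with NR2E3 transfected cells and 100% = cells lacking NR2E3 construct; higher means lower luciferase signal from less NR2E3 corepressor binding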
Target sequence (Q9Y5X4 whole entry, looked up, the tested form may be a part): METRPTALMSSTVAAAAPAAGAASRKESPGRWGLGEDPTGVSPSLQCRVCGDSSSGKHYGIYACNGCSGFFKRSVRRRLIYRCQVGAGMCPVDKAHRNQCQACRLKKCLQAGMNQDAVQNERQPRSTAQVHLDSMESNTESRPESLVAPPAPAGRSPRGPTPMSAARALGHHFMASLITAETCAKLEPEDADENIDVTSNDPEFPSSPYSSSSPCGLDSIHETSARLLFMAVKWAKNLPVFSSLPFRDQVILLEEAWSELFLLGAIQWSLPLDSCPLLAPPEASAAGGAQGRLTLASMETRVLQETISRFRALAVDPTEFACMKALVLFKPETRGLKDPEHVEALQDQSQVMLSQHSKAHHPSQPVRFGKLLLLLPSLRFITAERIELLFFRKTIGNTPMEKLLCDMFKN
Shn3 3UTR inh = Schnurri-3 reporter inhibition in Clone20 osteoblasts; Clone20 osteoblast Shn3 3'UTR firefly luciferase, 24 h; inhibition, % at 12.5 µM; 360,000 tested, 0.52% active; AID 588674;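 active = mean inhibition of at least 75% with every replicate also reaching 75%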;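 also: 0% = median of neutral control wells and 100% = pilot-screen positive control compound; some compounds past the cut are filed as inactive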
TROY signal inh = TROY signaling inhibition | inhibition, % at 10 µM | Q293 LMP1-TROYcd NF-kB luciferase reporter, 4 h | AID 1347056 | 360,000 tested, 0.98% active;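 active = compounds whose plate-normalised and pattern-corrected inhibition of the luciferase reporter signal at the single screening dose is 50% or more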
MITF TRPM1 inh = reduces MITF-dependent TRPM1 promoter luciferase signal. SK-MEL-5 TRPM1 promoter luciferase, 24 h. AID 488899. 330,000 tested, 0.83% active. inhibition, % at 12.5 µM;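 active = mean inhibition across replicates of 60% or more, whatever share of single replicates reaches that level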; also: values of inactives mirror those of a sister screen read the other way
HIF-2a inh = blocks HIF-2a reporter activity; 786-0 RCC cells HIF-2a reporter, luciferase luminescence, overnight; 360,000 tested, 0.72% active; inhibition, % at 18.8 µM;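 active = inhibition of the luminescence signal of 40% or more relative to plate controls, in a single-dose primary screen at 18.75 µM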
TWEAK-Fn14 inh = inhibitors of TWEAK-Fn14 interaction signaling; inhibition, % at 10 µM; 360,000 tested, 2% active; TWEAK-stimulated Fn14 reporter cells, luciferase luminescence, 8 h; AID 1159606; in the data active = inhibition above about 50%
KKLEB tox = reduces viability of KKLEB cystic fibrosis airway cells; activity change (cytotoxicity), % at 5 µM; 360,000 tested, 0.36% active; KKLEB CF airway cells viability, ATPlite luminescence, overnight; active compounds read low; cells stimulated with P. aeruginosa culture filtrate; AID 602141;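 active = corrected activity change at or below -50% at 5 µM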
C8 TRAIL sens = caspase-8 TRAIL sensitization. NB7+C8 cells + TRAIL, ATPlite viability luminescence. inhibition (viability loss, TRAIL sensitization), % at 10 µM. 360,000 tested, 1% active;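 active = compounds causing at least 50% loss of cell viability in the single-dose screen, relative to plate controls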
NR2E3 ag-2 = activates human photoreceptor nuclear receptor NR2E3. Q9Y5X4. GST-NR2E3/biotin-RetCOR TR-FRET, 1536-well. AID 2300. 320,000 tested, 0.12% active. inhibition of corepressor binding, % at 4.78 µM;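 active = percent inhibition above the cutoff of mean plus 3 SD of all tested compounds, set per screening campaign, cut at about 20% in these data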;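 also: 0% = DMSO wells and 100% = biotin wells as full block of FRET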
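Material: NR2E3–RetCOR corepressor complex / Amount: 1.35 nM GST-NR2E3 / Medium: Tris pH 7.5 / Compound: single nominal compound dose of 4.8 µM / Incubation: 5 h at 4 °C / Technique: TR-FRET, Eu(K)-anti-GST donor, streptavidin-D2 acceptor, ex 340, em 617/671 nm / Read-out basis: percent loss of FRET ratio relative to control wells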
The depositor's hits bear a star; . = no result given.

SMILES	CF NFkB block	Peg3 prom inh	NR2E3 ag-1	Shn3 3UTR inh	TROY signal inh	MITF TRPM1 inh	HIF-2a inh	TWEAK-Fn14 inh	KKLEB tox	C8 TRAIL sens	NR2E3 ag-2
CCN(CC)CCN(C)C(=O)c1[nH]c(C(F)(F)F)nc1-c1ccccc1	-50	2	-15	-13	6	.	0	0	12	-7	.
C=CCC(C)(NCc1ccccc1)c1ccccc1 (stereo not drawn)	-10	1	-18	7	7	-6	13	14	4	2	-2
CC(=O)Nc1ccc(NC(=O)CCc2c(C)noc2C)cc1	0	1	-9	14	-5	20	13	7	9	12	.
CCCS(=O)(=O)c1snnc1C	3	11	-17	-7	2	2	14	13	-5	-6	-5
Cn1c(=O)c2c(ncn2CC(=O)OCC(=O)NCc2ccc(Cl)cc2)n(C)c1=O	-13	12	5	1	17	7	27	-3	8	-9	-1
CCOc1ccc(-n2c(N)c(C(=O)N3CCN(C)CC3)sc2=S)cc1	-2	11	-9	3	5	10	13	8	6	0	1
O=C(C1CCN(Cc2cn[nH]c2-c2ccc(F)cc2F)CC1)N1CCOCC1	20	17	2	-15	19	2	10	-3	-4	0	0
Nc1nc(NCc2c(F)cccc2Cl)nn1-c1ccccc1	3	-52	-14	-22	-33	-25	-79	-30	0	33	-4
O=C1C=C(c2cccc3c2sc2ccccc23)C[C@@H](c2ccc(F)cc2)C1	4	8	-10	-2	-9	-2	-11	-26	0	1	2
O=C1NC(c2cccc(OCc3ccccc3)c2)Nc2ccccc21 (stereo not drawn)	32	-22	25	-14	-6	26	4	37	-11	10	.
CCOC(=O)c1[nH]ncc1CN1CCN(Cc2ccccc2)C(CCO)C1 (stereo not drawn)	10	-8	-17	0	9	8	9	1	-8	7	2
O=C1c2cccc(NCCCNCCO)c2C(=O)c2cccc(NCCCNCCO)c21	-34	109*	-26	-49	-5	86*	48*	-8	-4	57*	.
NNC(=O)CSc1c(-c2cccs2)[nH]c2ccccc12	-3	9	-20	11	16	9	3	-7	14	-14	-1
COc1cc(-c2noc(C)n2)cc(OC)c1OC	13	1	-9	7	3	-7	19	20	10	-11	1
CCC(C)(C(=O)NC1CCCCC1)N(CC1CCCO1)C(=O)Cc1cccs1 (stereo not drawn)	17	-5	-9	17	3	14	3	38	-5	1	-2

Filtered by structure, the entries above with a thiophene ring, fused or not (three)
SMILES	CF NFkB block	Peg3 prom inh	NR2E3 ag-1	Shn3 3UTR inh	TROY signal inh	MITF TRPM1 inh	HIF-2a inh	TWEAK-Fn14 inh	KKLEB tox	C8 TRAIL sens	NR2E3 ag-2
O=C1C=C(c2cccc3c2sc2ccccc23)C[C@@H](c2ccc(F)cc2)C1	4	8	-10	-2	-9	-2	-11	-26	0	1	2
NNC(=O)CSc1c(-c2cccs2)[nH]c2ccccc12	-3	9	-20	11	16	9	3	-7	14	-14	-1
CCC(C)(C(=O)NC1CCCCC1)N(CC1CCCO1)C(=O)Cc1cccs1 (stereo not drawn)	17	-5	-9	17	3	14	3	38	-5	1	-2

(listing goes on)
SMILES	CF NFkB block	Peg3 prom inh	NR2E3 ag-1	Shn3 3UTR inh	TROY signal inh	MITF TRPM1 inh	HIF-2a inh	TWEAK-Fn14 inh	KKLEB tox	C8 TRAIL sens	NR2E3 ag-2
CCCCN(C(=O)c1cccc(S(=O)(=O)N2CCCC2)c1)c1c(N)n(CCC)c(=O)[nH]c1=O	20	-5	6	9	-13	3	6	17	-14	-11	-3
Cc1c(-c2nc(N)nc(Nc3ccccc3)n2)oc2ccccc12	11	-181	-146	-26	-68	-79	-314	24	0	2	-1
CC(C)(C)NC(=O)C1CCN(S(=O)(=O)c2ccc(Br)cc2)CC1	6	10	-17	-25	5	-13	7	-2	4	0	-5
O=C(CSc1ncccn1)N(Cc1cccnc1)C(CCc1ccccc1)c1nc2ccccc2[nH]1 (stereo not drawn)	-9	0	0	-7	-9	.	-6	0	-2	-7	.
CCn1cc(C(=O)Nc2sc(C)c(C)c2C(=O)OC)cn1	1	16	-21	9	-7	-9	4	-6	6	-11	1
COc1cc(NC(=O)c2ccccc2)c(OC)cc1NC(=O)Cc1ccccc1	-13	18	-21	-8	-13	13	6	6	11	-4	-1
COc1nc(NCc2ccco2)nc(NC2CCCCC2)n1	2	-58	-77	-38	-36	-37	-88	-33	-1	19	1
Cc1cccc(-c2nsc(SCC(=O)NCC3CCCO3)n2)c1 (stereo not drawn)	2	-91	-38	-25	-14	-8	-127	1	-6	18	-3
COCCN(CC(=O)NCc1ccc2c(c1)OCO2)C(=O)CCC(=O)Nc1nccs1	7	-2	-11	-14	6	12	10	16	-1	-8	-1
CC(=O)N1CCc2cc(C(=O)CN3CCN(c4ccccn4)CC3)ccc21	12	-16	-9	-36	23	-8	-24	30	-5	-4	3
O=C(CNC(=O)c1ccccc1)Oc1ccc([N+](=O)[O-])cc1	4	-17	-28	-19	-5	-4	-6	3	5	1	4
CCc1cc(CNC(=O)C2CCC(=O)N(CCc3ccc(OC)cc3)C2)on1 (stereo not drawn)	1	14	1	-8	3	1	6	-6	14	-7	4
CCc1nnc(NC(=O)CCC(=O)Nc2ccccc2)s1	17	11	-23	3	-4	-4	8	-14	-3	-5	-3
COc1ccc(C(=O)C[n+]2ccc(C)cc2)cc1	-10	2	-23	-23	-5	-2	9	-2	3	-1	-1
COc1ccc(OC)c(C2C(C(C)=O)=C(O)C(=O)N2CCN2CCOCC2)c1 (stereo not drawn)	-7	-5	-22	0	-9	7	-2	5	2	-10	-5
O=C(/C=C/c1ccco1)Nc1ccccc1N1CCCCC1	-17	25	-2	2	-10	-21	-17	-5	8	-1	2
CSc1nc(C)c(C(=O)Nc2ccccc2)c(-c2ccco2)c1C#N	-7	6	-19	-10	8	11	-23	24	2	2	4
C=CCC[C@H](CCCCC)OC(=O)/C=C/[C@H](O)[C@@H](O)C[C@@H](O)CC=C	.	.	20	.	4	.	14	3	.	3	.
Cc1cccc(N2C(=O)C(O)=C(C(=O)c3cccs3)C2c2cccc(Oc3ccccc3)c2)n1 (stereo not drawn)	-5	-10	0	.	3	-15	-33	-22	-1	16	1
O=C(NCc1ccc2c(c1)OCO2)c1cc2n(n1)C(C(F)(F)F)CC(c1ccc3c(c1)OCO3)N2 (stereo not drawn)	6	40	-33	4	9	-6	12	3	4	8	2
Cc1ccc(NC(=O)COC(=O)Cn2c(C)csc2=O)cc1S(=O)(=O)N1CCOCC1	-9	6	21	-17	1	1	8	1	-1	-13	.
O=C(c1cc(C2CC2)nn1-c1ccccc1)N1CCN(c2ncc(C(F)(F)F)cc2Cl)CC1	12	19	-19	6	-12	-2	7	-7	8	-12	2
Cc1cc(OCC(=O)Nc2ccc(N3CCN(C(=O)c4ccco4)CC3)cc2)cc(C)c1Cl	8	47	-34	9	52*	2	2	52*	16	2	1
O=C(/C=C/c1cc([N+](=O)[O-])ccc1OC(F)F)NCc1ccc(Cl)cc1	8	9	20	-47	16	10	22	-11	-7	-23	4
O=C(OCC(=O)N1CCN(C(=O)c2ccco2)CC1)c1cncc(Br)c1	-14	2	-25	9	2	9	13	13	12	7	0
COc1cc2nc(=S)n3[nH]c(CCn4c(C)nc5ccccc54)nc3c2cc1OC	16	2	-22	6	6	16	12	0	0	-2	-7
COc1ccc(CNC(=O)c2cc(C(=O)C3CC3)c[nH]2)cc1	-7	-8	4	9	-20	6	6	-11	5	31	2
CCN1CCN(C(=O)Cn2nc(-c3ccc(Cl)cc3)ccc2=O)CC1	-20	4	13	-16	0	2	14	2	30	-1	1
COc1cccc(CNC(=S)Nc2cc(OC)ccc2OC)c1	12	4	-20	-7	-3	0	19	6	-10	-2	-2
Cc1cc(/C=C2/SC(=O)N(CC(=O)OC(C)C)C2=O)c(C)n1C	8	-306	-161	13	2	-96	-360	-26	-8	-14	2
O=C(N/N=C\c1cccc(OC(=O)c2ccco2)c1)c1ccc2c(c1)OCO2	10	-188	-99	-28	-38	-17	-142	7	0	86*	3
Oc1ccc(-c2csc(Nc3ncccn3)n2)cc1	-35	-344	-99	-72	-62	-88	-377	4	-4	29	-2
O=C(N/N=C\c1cc([N+](=O)[O-])ccc1N1CCOCC1)c1ccccn1	13	8	-48	-91	-12	8	20	-18	-9	-4	7
COCCNC(=O)C(Cc1c[nH]c2ccccc12)NC(=O)OCc1ccccc1 (stereo not drawn)	-4	12	3	15	-12	6	21	-9	1	-12	3
COc1ccc(/C(N)=N/OC(=O)CCC2CCCC2)cc1	20	-96	-6	-37	-54	-22	-181	-34	-3	2	-2
CCN(C(=O)CSc1nc2ccccc2c(=O)n1Cc1ccc(C)cc1)C1CCS(=O)(=O)C1 (stereo not drawn)	4	16	-6	3	-9	-9	14	9	-4	-3	3
COc1ccccc1-c1sc2ccccc2c1-c1ccccc1OC	34	14	3	8	-2	2	23	7	-6	13	7
Cc1ccc(C(=O)CCC(=O)N2CCC(C(N)=O)CC2)s1	2	-10	-5	-11	-21	4	-5	1	13	5	4
CSCC[C@H](NC(=O)C1CCN(S(=O)(=O)c2ccc(C)cc2)CC1)C(=O)NCC1CCCO1 (stereo partly drawn)	18	2	-21	10	3	0	3	-23	-13	12	2
Cc1cccc(S(=O)(=O)NCCc2cn3ccccc3n2)c1	-18	1	-34	21	-14	-17	8	6	10	-7	2
CCCN(CCC)Cc1c(C(=O)N/N=C/C(C)=C\c2ccccc2)nnn1-c1nonc1N	15	27	-47	7	35	1	4	-5	-17	7	0
CCCCCOP(=O)(OCCCCC)C1(NS(=O)(=O)c2ccccc2)C=CC(=O)c2ccccc21 (stereo not drawn)	29	13	-1	17	5	16	24	30	-1	8	1
O=C(c1ccccc1)c1ccc(OCCCCN2CCCCC2)cc1	-4	-4	-1	-1	-14	-6	4	70*	3	-3	-1
COc1ccc(Cl)cc1S(=O)(=O)N1CCN(C(=O)c2cc(OC)c(OC)c(OC)c2)CC1	-1	12	16	1	18	8	16	4	1	-35	.
CCCCN(CC)CCNC(=O)c1cc2c(C)nc3ccccc3c2o1	-6	10	-3	52	-11	0	12	-4	-2	-19	2
CN(CCOc1ccccc1)C(=O)C1CCN(C(=O)c2ccc(F)cc2)CC1	21	18	-23	-14	10	5	17	5	-4	-13	3
Cc1cccc(C(=O)OCC(=O)NC(=O)Cc2ccccc2)c1O	-6	-5	3	4	3	-7	-4	-3	7	-5	1
O=C(NCCc1ccccc1)C1CCCN(S(=O)(=O)c2cccc3nsnc23)C1 (stereo not drawn)	-6	6	14	13	-4	2	-2	19	6	-10	5
COc1ccc(/C=C/c2c(-c3cccc(C)c3)oc3ccc(N4CCOCC4)cc23)cc1	14	-2	-48	16	2	20	-1	11	-16	-5	3
CCOC(=O)N1CCN(S(=O)(=O)c2c(C)cc(C)cc2C)CC1	16	9	-4	2	10	1	11	2	-9	-8	0
O=C(CN(Cc1ccc(F)cc1)S(=O)(=O)c1ccccc1)N1CCCCC1	-13	7	-8	3	3	4	8	-1	4	-4	2

This is a subset; the hit share may differ from the screen's.
